# Screening data as filed in PubChem BioAssay.
# PfM18AAP inh – PfM18AAP enzyme inhibition; recombinant PfM18AAP, H-Glu-NHMec fluorogenic cleavage; inhibition, % at 7.35 µM; hit rate 1.2% among 290,000;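 active means inhibition above the campaign mean inhibition over all tested compounds plus 3 SD, cut at about 28% in these data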;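 further: 0% = plate median of test compound wells and 100% = 2 mM ZnCl2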
# PHOSPHO1 inh – blocks human PHOSPHO1 phosphatase activity; Q8TCT1; recombinant PHOSPHO1, absorbance phosphatase assay; inhibition, % at 13.3 µM; hit rate 1.1% among 290,000; in the data active means inhibition above about 60%
# DNA FID counter – displaces DNA intercalator in HCV helicase counter-screen; inhibition, % at 7.9 µM; AID 1845; hit rate 0.17% among 290,000; DNA fluorescent intercalator displacement, fluorescence; in the data active means inhibition above about 37%;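 further: 0% = vehicle and 100% = reference compound; higher means more ethidium bromide displaced from hairpin DNA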
# MEKK2mut PB1 HTS – signal of MEK5 binding to mutant human MEKK2 PB1 domain | bead flow cytometry, Alexa488-MEK5 binding to MEKK2 mutant | percent response, % at 10 µM | hit rate 0.35% among 290,000 | AID 1530; in the data active means percent response above about 24%, passing the limit was not always enough; further: inactives centre near 1; some results filed as inactive read as strong as hits; reference of the scale not given here
# MEKK3 PB1 HTS – MEKK3-MEK5 PB1 interaction, increase or decrease | bead-based flow cytometry, Alexa488-MEK5 binding to MEKK3; actives lie on both sides; 0 = blocked by unlabeled MEK5, 100 = vehicle | binding response (% of control), % at 10 µM | hit rate 1.4% among 290,000 | AID 1529;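 active means binding response more than 3 SD above or below the average of its plate-row segment, actives on both sides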;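 further: Alexa488 bead fluorescence after subtracting the streptavidin-only scavenger bead signal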
# Target sequence (Q99759 whole entry, looked up): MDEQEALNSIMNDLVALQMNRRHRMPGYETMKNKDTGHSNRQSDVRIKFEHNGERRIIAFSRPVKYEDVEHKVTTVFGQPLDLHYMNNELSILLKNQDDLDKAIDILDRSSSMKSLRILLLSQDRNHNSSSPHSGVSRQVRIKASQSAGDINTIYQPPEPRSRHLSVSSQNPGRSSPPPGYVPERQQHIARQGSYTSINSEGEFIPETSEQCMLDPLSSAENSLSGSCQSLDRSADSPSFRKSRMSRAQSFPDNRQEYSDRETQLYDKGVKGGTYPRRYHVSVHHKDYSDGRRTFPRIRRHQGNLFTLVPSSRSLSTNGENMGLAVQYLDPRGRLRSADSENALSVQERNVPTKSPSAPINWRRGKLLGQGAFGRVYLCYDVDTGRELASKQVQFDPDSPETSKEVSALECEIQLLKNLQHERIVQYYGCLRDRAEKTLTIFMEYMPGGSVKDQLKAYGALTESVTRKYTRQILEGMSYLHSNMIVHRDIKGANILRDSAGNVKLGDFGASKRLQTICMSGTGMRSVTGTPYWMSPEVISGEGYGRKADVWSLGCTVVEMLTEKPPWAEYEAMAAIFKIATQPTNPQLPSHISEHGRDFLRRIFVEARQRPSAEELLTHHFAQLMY
# OXTR ag – agonists of human oxytocin receptor | P30559 | CHO-OTR cells, Fluo-8 calcium fluorescence; normalized: DMSO 0%, oxytocin 100% | activation, % at 3 µM | hit rate 0.32% among 320,000 | AID 2435;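 active means activation above the mean of all tested compounds plus 3 SD, cutoff set per screening run, cut at about 20% in these data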;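 further: peak over basal fluorescence ratio from a 100 s FLIPR kinetic read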
# Target sequence (P30559 whole entry, looked up): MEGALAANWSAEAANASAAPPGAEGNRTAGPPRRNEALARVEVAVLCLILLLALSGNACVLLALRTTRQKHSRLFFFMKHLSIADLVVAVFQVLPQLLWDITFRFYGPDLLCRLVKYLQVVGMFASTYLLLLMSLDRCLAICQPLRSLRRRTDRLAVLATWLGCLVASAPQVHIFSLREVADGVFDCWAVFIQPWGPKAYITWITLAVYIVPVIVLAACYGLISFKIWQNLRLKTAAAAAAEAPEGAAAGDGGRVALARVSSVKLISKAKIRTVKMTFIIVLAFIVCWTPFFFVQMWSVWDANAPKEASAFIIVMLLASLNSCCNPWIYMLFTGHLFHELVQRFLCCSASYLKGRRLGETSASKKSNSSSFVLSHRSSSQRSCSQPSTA
# MEKK2 WT-MEK5 – raises or lowers MEK5 binding to wildtype human MEKK2 PB1 domain. Q9Y2U5. bead flow cytometry, Alexa488-MEK5 binding to MEKK2 WT; actives lie on both sides. binding response (% of control), % at 10 µM. hit rate 1.1% among 290,000; in the data active means binding response below about 67% or above about 130%
# NALP1 yeast inh – NALP1 inhibition; S. cerevisiae NALP1/ASC/caspase-1 growth, X-gal OD620, 72 h; inhibition, % at 10 µM; hit rate 0.61% among 280,000; AID 2071; in the data active means inhibition mostly above about 24%, no sharp cut-off; inactive means mostly below about 32%; further: some compounds called inactive have numbers as strong as hits
# GPR7 antagonist – human neuropeptides B/W receptor 1 antagonism. AID 1861. P48145. GPR7-expressing cells, fluorescence antagonist assay. hit rate 1.1% among 290,000. inhibition, % at 4.4 µM; in the data active means inhibition above about 16%, passing the limit was not always enough;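 further: cells stimulated with the agonist NPW; 0% = agonist with vehicle and 100% = vehicle without agonist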
# Starred values were filed as active, the others as inactive; · = no result given.
SMILES,PfM18AAP inh,PHOSPHO1 inh,DNA FID counter,MEKK2mut PB1 HTS,MEKK3 PB1 HTS,OXTR ag,MEKK2 WT-MEK5,NALP1 yeast inh,GPR7 antagonist
CNS(=O)(=O)c1cccc(C(=O)OC2CCOC2=O)c1 (configuration not stated),-3,22,-3,-1,97,0.8,94,-18,-12
COc1ccc(NC(=O)COc2nc(N(C)C)nc(N(C)C)n2)cc1,-11,5,-15,4,106,1.1,108,28*,-14
Cc1ccc(C)c(S(=O)(=O)N2CCN(C(C)C(=O)Nc3ccccc3-c3ccccc3)CC2)c1 (configuration not stated),-7,18,-1,-1,106,0.2,107,37,-1
CN(C(=O)CSc1nc2cc(C(=O)O)ccc2c(=O)n1Cc1ccccc1)C1CCS(=O)(=O)C1 (configuration not stated),-2,9,-35,-11,97,1.1,87,8,-5
Cc1cccc(OCCC(=O)OCC(=O)N2CCc3ccccc32)c1,1,30,-26,3,102,-2.5,98,-2,-11
Cc1cc(NS(=O)(=O)c2ccc(NC(=O)c3cc4cc(Br)ccc4oc3=O)cc2)no1,-1,-14,4,-41,95,0.3,100,15,-2
CN(C)S(=O)(=O)N1CCN(c2cccc(Cl)c2)CC1,4,33,-7,5,107,-0.2,103,9,3
Cc1c(Br)c([N+](=O)[O-])nn1C(C)C(=O)NCc1cccs1 (configuration not stated),-9,19,1,3,104,0.9,106,11,0
CCCC1=C(C(=O)OCC)C(/C=C/c2ccccc2)n2ncnc2N1 (configuration not stated),-4,-5,-27,4,108,-3.3,106,5,6
Cc1ccccc1-c1nc(Cc2ccc(Cl)cc2)no1,-3,-1,-8,3,102,-2.5,105,-2,-4
C[C@H](NC(=O)c1nc[nH]c1C(=O)NCC(=O)OCc1ccccc1)C(=O)OCc1ccccc1,-3,26,-37,-4,100,-1.9,92,20,-3
Cc1ccc(S[C@@H](CCN2CC[C@H](C(C)(C)C)CCC2=O)c2ccccc2)cc1,-3,15,-35,-2,100,0.7,94,5,-8
COc1ccc(N(C(=O)c2cnsn2)C(C(=O)NC2CCCCC2)c2ccncc2)cc1 (configuration not stated),22,-4,-9,-2,99,-1.1,94,-35,5
COc1ccc2c(c1)c(C(=O)CN1CCC3(CC1)OCCO3)c(C)n2C,-6,97*,0,1,95,0.3,99,1,-10
CC1CCCN(C(=O)C2CCN(c3nc(-c4ccccc4)nc4c3CCC4)CC2)C1 (configuration not stated),7,66*,-17,8,107,-1.3,110,3,-11

# Entries shown so far containing an aryl methoxy group, in the order listed:
SMILES,PfM18AAP inh,PHOSPHO1 inh,DNA FID counter,MEKK2mut PB1 HTS,MEKK3 PB1 HTS,OXTR ag,MEKK2 WT-MEK5,NALP1 yeast inh,GPR7 antagonist
COc1ccc(NC(=O)COc2nc(N(C)C)nc(N(C)C)n2)cc1,-11,5,-15,4,106,1.1,108,28*,-14
COc1ccc(N(C(=O)c2cnsn2)C(C(=O)NC2CCCCC2)c2ccncc2)cc1 (configuration not stated),22,-4,-9,-2,99,-1.1,94,-35,5
COc1ccc2c(c1)c(C(=O)CN1CCC3(CC1)OCCO3)c(C)n2C,-6,97*,0,1,95,0.3,99,1,-10

# Next records.
SMILES,PfM18AAP inh,PHOSPHO1 inh,DNA FID counter,MEKK2mut PB1 HTS,MEKK3 PB1 HTS,OXTR ag,MEKK2 WT-MEK5,NALP1 yeast inh,GPR7 antagonist
COc1ccc(/C=C/c2nc(S(=O)(=O)c3ccccc3)c(N(C)C)o2)cc1,-5,17,-10,-5,101,0.0,96,23,8
COc1ccccc1N1CCN(C2CCN(C(=O)c3cccs3)CC2)CC1,-5,-8,9,2,101,3.8,107,-5,-2
CCC(CC)NC(=O)c1cccc(Br)c1,4,-16,-3,-4,103,-2.1,101,-4,8
COC(=O)COc1ccc2oc(=O)cc(-c3cc4ccccc4o3)c2c1,1,22,-21,0,101,-3.1,93,-7,-12
CC1CCc2sc3ncnc(N4CCN(C)CC4)c3c2C1 (configuration not stated),1,29,-1,-2,96,·,101,30,6
CN(C)c1ccc(/C=N/NC(=S)NCc2ccccc2)cc1,8,15,-6,0,108,-1.7,105,-1,-14
COC(=O)c1c(-c2ccc(C)cc2)csc1NC(=S)NC(=O)c1ccc(F)cc1,-4,-7,2,-2,98,1.0,101,31,-10
COC(=O)CC1C(C(=O)OC)ON2OC(C(=O)OC)C(C(=O)OC)C12 (configuration not stated),-7,5,6,-2,87,-0.8,89,19,-1
CCCCn1c(Cc2ccccc2)nnc1SCC(=O)Nc1cc(C)on1,-1,-16,-17,-3,96,-0.7,94,11,17
CSc1nsc(SC)c1CO,6,55,0,8,103,0.2,101,7,0
COCCn1c(C(C)C)nc2sc3ccccc3c(=O)c2c1=O,4,15,-5,4,106,-0.1,107,15,-7
CSc1nnc(C)c(=O)n1COC(=O)COc1ccccc1,2,14,6,-3,101,-1.0,98,26,-3
CCOC(=O)c1ccc(NC(=O)c2c(N)n(Cc3ccccc3)c(=O)[nH]c2=O)cc1,·,·,·,-1,99,0.5,98,·,·
CC(C)c1nc2c(c(=O)c3ccccc3n2C)c(=O)n1-c1ccc(F)cc1,-3,-10,-6,2,109,-1.6,107,18,-10
c1ccc(OCc2nc3ccccc3s2)cc1,5,7,2,-4,97,-1.2,95,14,-16
CCCCOC(=O)Cn1cnc2ccc(Br)cc2c1=O,-4,4,-8,-10,82,-0.9,78,-2,-4
O=C(CSc1nc2sc3c(c2c(=O)[nH]1)CCC3)NCCO,1,-3,0,-2,97,0.2,97,-8,-14
O=C(NC1CC1)c1ccc(COc2ccc(F)cc2)o1,2,23,-4,7,98,0.4,99,-25,-15
CCOC(=O)c1nc(Nc2cccc(C)c2)c2ccccc2n1,3,-24,-24,-1,108,-2.1,100,-19,2
S=C1NCN(C2CCCCC2)CN1c1ccccc1,-6,-13,-8,-8,94,0.7,94,7,-14
COc1ccc(CN2CCN(CCCc3ccccc3)C(CCO)C2)c(OC)c1 (configuration not stated),-16,·,7,6,103,0.1,108,-16,5
COC(=O)c1ccccc1CON1C(=O)C(C)(C)N(OCc2ccccc2C(=O)OC)C(=O)C1(C)C,2,18,-6,-7,99,-0.6,98,5,-10
O=C(O)Cn1nc(-c2ccccc2)ccc1=O,1,29,0,-3,97,0.4,95,-6,-12
CCc1ccccc1N(CC(=O)NC(C)C)C(=O)CCC(=O)Nc1nccs1,2,40,-32,11,104,0.2,106,10,-15
O=C(Nc1cccc([N+](=O)[O-])c1)C1CCN(C(=O)Cc2ccccc2)CC1,-8,23,-4,5,102,2.4,100,6,-6
Cc1ccn2cc(CNS(=O)(=O)c3ccc(Cl)s3)nc2c1,5,17,-3,2,98,1.0,100,-8,0
Cc1oc(C(=O)O)cc1CSCc1ccoc1C(=O)O,-76,-17,2,10,102,-0.1,105,-4,-20
COc1ccc(OCCC(=O)OCC(=O)Nc2cccc(S(=O)(=O)N3CCOCC3)c2)cc1,6,-14,-17,-6,100,3.0,98,26,-7
O=C(COc1ccc(Cl)cc1)NCCC1=CCCCC1,-6,-7,-21,4,114,-2.9,107,1,2
CCOC(=O)CNC(=O)N1CCC(CCOc2ccccc2)(C(=O)OCC)CC1,3,19,-28,0,101,0.1,102,17,-2
CCC(=O)Nc1ccc(C(=O)N/N=C/c2c(C)[nH]c3ccccc23)cc1,2,-9,-3,45,92,0.0,35*,21,4
CC(NC(=O)CN(C1CCCCC1)S(C)(=O)=O)c1ccccc1 (configuration not stated),0,-1,-8,1,104,-1.4,99,5,-5
CN1CCN(CCNC(=O)c2ccc3nc(-c4ccc(F)cc4)c(-c4ccc(F)cc4)nc3c2)CC1,4,14,47*,13,101,1.9,116,22,-4
CC(=O)NCCOC(=O)Nc1ccncc1,4,6,-3,-2,94,0.5,98,6,-14
O=C(c1ccccc1CCc1ccccc1)N1CCN(c2ccccn2)CC1,-3,0,-40,0,99,-2.2,102,-1,-3
CCCn1c(=O)c(C(=O)NC(C)c2ccccc2)c(O)c2ccccc21 (configuration not stated),0,40,-4,3,109,-0.1,108,1,-7
Cc1cc(Nc2ncc(Cl)cc2Cl)n(-c2ccccc2)n1,-1,-41,-17,1,139*,-1.9,108,·,-4
CCc1cc(C(=O)N2CCOCC2)c(NC2=NS(=O)(=O)c3ccccc32)s1,7,84*,-2,-3,95,0.7,94,5,-1
CC(=O)c1cc2c(cc1NC(=O)c1cc3nc(C(C)C)cc(C(F)(F)F)n3n1)OCO2,-2,-10,-3,-4,97,-1.0,89,10,-8
O=C(c1nc2ncccn2n1)N1CCN(c2ccc(F)cc2)CC1,2,-21,3,11,107,0.3,102,7,-13
CS(=O)(=O)c1ccccc1C(=O)Nc1ccc(-c2nc3ccccc3[nH]2)cc1,-7,15,-4,3,102,0.1,101,-6,6
CCc1ccc(CNC(=O)CCc2nc(-c3cccs3)no2)cc1,7,0,-19,1,107,-2.1,107,-8,-10
CC(C)n1cnc2cc(NCc3ccco3)ccc21,-6,19,7,4,99,0.9,107,-4,-4
CN(C)S(=O)(=O)n1cc(/C=C(\NC(=O)c2ccccc2F)C(=O)NCCCN2CCOCC2)c2ccccc21,3,50,33,-2,100,2.2,102,30,-3
CCc1ccc2oc(-c3cccc(N)c3)nc2c1,1,4,-11,0,101,-1.3,97,-5,-17

# In the list so far, these have bromine:
SMILES,PfM18AAP inh,PHOSPHO1 inh,DNA FID counter,MEKK2mut PB1 HTS,MEKK3 PB1 HTS,OXTR ag,MEKK2 WT-MEK5,NALP1 yeast inh,GPR7 antagonist
Cc1cc(NS(=O)(=O)c2ccc(NC(=O)c3cc4cc(Br)ccc4oc3=O)cc2)no1,-1,-14,4,-41,95,0.3,100,15,-2
Cc1c(Br)c([N+](=O)[O-])nn1C(C)C(=O)NCc1cccs1 (configuration not stated),-9,19,1,3,104,0.9,106,11,0
CCC(CC)NC(=O)c1cccc(Br)c1,4,-16,-3,-4,103,-2.1,101,-4,8
CCCCOC(=O)Cn1cnc2ccc(Br)cc2c1=O,-4,4,-8,-10,82,-0.9,78,-2,-4

# Next part.
SMILES,PfM18AAP inh,PHOSPHO1 inh,DNA FID counter,MEKK2mut PB1 HTS,MEKK3 PB1 HTS,OXTR ag,MEKK2 WT-MEK5,NALP1 yeast inh,GPR7 antagonist
Cc1c(Cl)cccc1N/C(=N/S(=O)(=O)c1cccs1)c1ccccc1,-16,27,-15,3,108,-1.7,105,-1,-19
COc1ccc(/C(N)=N/OC(=O)c2ccco2)cc1OC,1,-13,-1,-10,101,-0.1,93,8,2
CCn1cnc2c1c(=O)n(Cc1cccc([N+](=O)[O-])c1)c(=O)n2Cc1ccccc1,8,20,-21,-4,102,-0.3,97,14,1
Cc1cc(/C=N/NC(=O)C(O)(c2ccccc2)c2ccccc2)c(C)n1-c1ccccc1,7,-37,-13,-1,106,-1.6,99,0,-10
Cc1cc(C)n(-c2nnc(C)n2NS(C)(=O)=O)n1,-6,56,0,-3,101,0.8,97,30,-3
